Assay outcomes from PubChem BioAssay.
GALK inh = qHTS Assay for Inhibitors of Human Galactokinase (GALK); Purified GALK, Kinase-Glo residual ATP luminescence; Potency, µM (series often up to 57.5 µM), without a hit: at the highest dose activity change, negative = inhibition, usual class: inhibitors; 270,000 compounds, 0.007% hits; AID 1868, 2009; also: potency is read from the fitted curve at half-maximal effect; % is scaled to controls: 0 for no effect and ±100 for the full control effect
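ATP-depletion format; final 35 uM ATP, 100 uM D-galactose, 5 nM enzyme; pH 8.0 HEPES/Mg2+ buffer; 60 min RT; luminescence read 10 min after detection reagent.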
A-T KAP1 phos = qHTS Assay for Identifying a Potential Treatment of Ataxia-Telangiectasia; Potency, µM (series often up to 57.5 µM), for inactives: top-dose activation, usual class: activators; […] A-T fibroblasts, KAP-1 phosphorylation AlphaLISA; neocarzinostatin DNA damage 30 min before lysis; AID 485349, 2010; 320,000 compounds, 0.19% hits; also: potency is read from the fitted curve at half-maximal effect; % of control where 0% means no effect; nearly all actives have a fitted effect of over 45% in size
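hTERT-immortalized A-T patient fibroblasts ([…]), 500 cells/well in OPTI-MEM, 1% FBS, got compounds for 60 min, then NCS for 30 min at 37C. Lysates were then assayed for phospho-KAP-1 by AlphaLISA (anti-pKAP1 donor, anti-KAP1 acceptor beads), 6 hr at 25C.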
TRPV1 agonist = HTS Assay for Compounds that Act as Agonists of the Vanilloid Receptor 1 | TRPV1-expressing cells, Fluo-8 calcium influx, agonist mode | activation, % at 8.33 µM | 320,000 compounds, 0.19% hits | AID 540275, 2011 | Transient receptor potential cation channel subfamily V member 1 (Homo sapiens), Q8NER1; in the data active = activation above about 80%; inconclusive = between about 30% and that limit; also: 0% is about no effect
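TRPV1-expressing cells were cultured overnight at 35.5C and loaded with Fluo-8 calcium dye for 40 to 90 min at room temperature. After a 10 s baseline, compound was added and calcium influx was read kinetically for 3 min (ex 480/em 520 nm).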
KCNH2 WT inh = qHTS for Inhibitors of KCHN2 3.1: Wildtype qHTS | Voltage-gated inwardly rectifying potassium channel KCNH2 (Homo sapiens), Q12809 | U2OS, BacMam KCNH2, thallium flux FluxOr; stronger effect = lower value | 340,000 compounds, 0.37% hits | activity change, % at 1.84 µM;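 active = maximum activity change below -70%; inconclusive = maximum activity change between -70% and -50%; inactive = maximum activity change above -50%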; also: % is scaled to controls: 0 for no effect and ±100 for the full control effect
Target sequence (Q12809 whole entry, looked up): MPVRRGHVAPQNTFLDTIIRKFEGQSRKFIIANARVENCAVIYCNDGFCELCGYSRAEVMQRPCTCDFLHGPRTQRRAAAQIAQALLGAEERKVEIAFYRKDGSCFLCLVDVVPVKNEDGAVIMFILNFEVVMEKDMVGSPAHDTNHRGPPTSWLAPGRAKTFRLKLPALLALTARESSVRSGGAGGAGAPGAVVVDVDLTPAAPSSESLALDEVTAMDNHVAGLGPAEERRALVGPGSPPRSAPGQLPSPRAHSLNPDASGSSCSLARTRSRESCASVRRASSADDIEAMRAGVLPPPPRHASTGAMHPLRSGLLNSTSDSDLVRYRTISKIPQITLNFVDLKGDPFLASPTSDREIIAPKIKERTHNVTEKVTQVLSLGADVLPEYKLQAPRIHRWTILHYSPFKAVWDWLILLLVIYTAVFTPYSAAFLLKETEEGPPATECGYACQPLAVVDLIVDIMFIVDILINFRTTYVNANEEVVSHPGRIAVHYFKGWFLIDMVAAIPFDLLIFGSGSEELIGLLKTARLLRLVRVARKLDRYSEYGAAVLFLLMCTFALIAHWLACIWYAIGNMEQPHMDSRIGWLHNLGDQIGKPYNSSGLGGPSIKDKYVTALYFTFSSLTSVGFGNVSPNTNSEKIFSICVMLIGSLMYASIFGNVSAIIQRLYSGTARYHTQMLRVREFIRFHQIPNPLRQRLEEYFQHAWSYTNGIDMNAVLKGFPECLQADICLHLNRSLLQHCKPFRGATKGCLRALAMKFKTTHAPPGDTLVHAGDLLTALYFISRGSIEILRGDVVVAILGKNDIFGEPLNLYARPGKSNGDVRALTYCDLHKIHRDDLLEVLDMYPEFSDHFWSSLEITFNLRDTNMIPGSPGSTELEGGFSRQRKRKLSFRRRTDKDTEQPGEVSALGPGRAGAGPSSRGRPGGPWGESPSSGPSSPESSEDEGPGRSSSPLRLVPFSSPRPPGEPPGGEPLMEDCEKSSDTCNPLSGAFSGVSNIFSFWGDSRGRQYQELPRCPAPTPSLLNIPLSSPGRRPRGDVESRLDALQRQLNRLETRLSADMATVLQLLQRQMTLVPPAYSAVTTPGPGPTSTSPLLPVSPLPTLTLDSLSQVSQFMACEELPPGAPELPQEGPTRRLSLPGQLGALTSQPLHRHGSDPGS
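U2OS cells transduced with wild-type KCNH2 virus are loaded with FluxOr dye for 45 min, and thallium flux is measured in kinetic reads before and after stimulation buffer. Rate constants are normalized to DMSO controls.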
MBNL1-CUG inh = qHTS Assay for Inhibitors of MBNL1-poly(CUG) RNA binding | Potency, µM (top dose mostly 57.5 µM), inactives show top-dose activity change, negative = inhibition, actives largely listed as inhibitors | 280,000 compounds, 0.036% hits | AID 2675, 2010 | TR-FRET MBNL1-His/biotin-(CUG)12 binding, 665/545 ratio; active = well fitted inhibition curve with a large enough effect in the signal ratio, with a control signal flat, not every such curve was filed as active; inconclusive = small, poorly fitted or top-dose-only effect, or effect the other way, or a change in a side signal; inactive = no such curve, though single readings can be large or run the other way; the % refers to the signal ratio; also: potency is read from the fitted curve at half-maximal effect; % is scaled to controls: 0 for no effect and ±100 for the full control effect
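TR-FRET between His-tagged MBNL1 and biotin-(CUG)12 RNA, detected with Tb anti-His antibody (0.055 ng/ul) and streptavidin-XL665 (5 nM), 60 min at room temperature. Compounds titrated 92 nM to 58 uM; 665/545 nm ratio normalized to buffer and complex controls.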
KCNH2 3.1 block = qHTS for Inhibitors of KCHN2 3.1: Mutant qHTS | U2OS KCNH2 3.1, thallium flux FluxOr; stronger effect = lower value | activity change, % (tested at about 1.8 µM) | 340,000 compounds, 0.95% hits;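 active = maximum activity change below -70%; inconclusive = maximum activity change from -70% to -50%; inactive = maximum activity change above -50%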;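 also: thallium influx rate constant from kinetic fluorescence after stimulation buffer; % is scaled to controls: 0 for no effect and ±100 for the full control effect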
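Virally transduced U2OS (3.1 isoform, 4 h infection in dark at RT) → overnight 37 C → FluxOr + Red40 in HBSS/HEPES, 45 min → stimulation buffer, 2 min kinetic read → rate constant vs DMSO controls.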
Integrin act MD = qHTS for Activators of Integrin-Mediated Alleviation for Muscular Dystrophy; alpha7betagal myoblasts, beta-gal FDG fluorescence, 48 h; Potency, µM (doses to about 38.3 µM), without a hit: at the highest dose activation, actives largely listed as activators; 350,000 compounds, 0.064% hits; AID 624291, 2012;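 also: potency is read from the fitted curve at half-maximal effect; 100% = response of the positive control SU9516; nearly all actives have a fitted effect of over 60% in size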
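alpha7betagal+/- myoblasts (passage 13, 250/well) treated 48 h at 37C with compounds at 1:260 dilution of DMSO stock. Lysed, then beta-galactosidase activity read as FDG fluorescence (ex 480/em 540) after 30 min, with pre-read for autofluorescence.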
CXXC DNA block = qHTS Fluorescence Polarization Assay for Inhibitors of MLL CXXC domain - DNA interaction | Histone-lysine N-methyltransferase 2A (Homo sapiens), Q03164 | MLL-CXXC / FITC-HOXA9 DNA fluorescence polarization | Potency, µM (top dose mostly 115 µM), for inactives: at the top dose activity change, negative = inhibition, hits mostly inhibitors | 290,000 compounds, 0.037% hits | AID 2662, 2010; active = well fitted inhibition curve with a large enough effect in the polarisation, with a control signal flat, not every such curve was filed as active; inconclusive = small, poorly fitted or top-dose-only effect, or effect the other way, or a change in a side signal; inactive = no such curve, though single readings can be large or run the other way; the % refers to the polarisation; also: potency is read from the fitted curve at half-maximal effect
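Steps: dispense CXXC domain solution (7 uM) → pin compounds or unlabeled HOX-A9 DNA control → 5 min ambient → add FLSN-HOX-A9 solution (50 nM) → spin → 30 min ambient → fluorescence polarization. Tris pH 7.5/NaCl/DTT/BSA buffer.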
Coupling enz = qHTS Assay for Inhibitors of Fructose-1,6-bisphosphate Aldolase from Giardia Lamblia: Coupling assay counterscreen. coupling enzyme system counterscreen, AmpLite Red fluorescence. activity change, negative = inhibition, % at 58.2 µM, hits read low. 290,000 compounds, 0.67% hits. AID 2472, 2010; in the data active = activity change below about -30%; also: % is scaled to controls: 0 for no effect and ±100 for the full control effect
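Coupling enzymes only (glyceraldehyde-3-phosphate) + compound, at 57.5 uM final, 10 min RT; add substrate/coupling/AmpLite Red mix, 20 min RT; fluorescence ex 525/em 598 nm. Actives flag coupling-system interference.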
S-ASM inh = Inhibitors of Secretory Acid Sphingomyelinase (S-ASM): qHTS | 340,000 compounds, 0.006% hits | Potency, µM (titrated, usually from 57.5 µM), without a hit: top-dose activity change, negative = inhibition, actives largely listed as inhibitors | Sphingomyelin phosphodiesterase (Homo sapiens), P17405 | placental ASM, HMU-PC fluorogenic substrate, 60 min; also: potency is read from the fitted curve at half-maximal effect
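HMU-PC0 cleavage (9 uM final) by human placental ASM, 60 min at 37 °C following 10 min compound exposure at RT; stopped at pH 10, fluorescence Ex 386/Em 447 nm.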
Starred values were filed as active, the others as inactive; ? = inconclusive; nt = not tested or not shown; [ ] = remark or other dose. Unless noted, calls follow the shape of the dose curve; as a rule, active = well fitted curve in the direction sought with a large enough effect; inconclusive = small, poorly fitted or top-dose-only effect, or another doubt; inactive = no such curve, though single readings can be large; an effect the other way counts as inactive or inconclusive.

SMILES	GALK inh	A-T KAP1 phos	TRPV1 agonist	KCNH2 WT inh	MBNL1-CUG inh	KCNH2 3.1 block	Integrin act MD	CXXC DNA block	Coupling enz	S-ASM inh
CCCCCC(=O)Nc1cccc(C2=NOC3(C2)C[C@H](C(N)=O)N(C(=O)[C@H]2CCC(=O)N2)C3)c1 (stereo not given in full)	-1.2%	45.2%	5.0	-0.9	16.7%	18.8	3.3%	-0.8%	6.1	6.4%
COc1ccc(/C=N/N2CCOCC2)cc1O	2.0%	0.7%	1.5	7.0	11.0%	-4.9	3.7%	5.9%	-1.8	-0.4%
CCCn1nc(C(=O)Nc2nc(-c3ccccn3)cs2)c2ccccc2c1=O	nt	-2.4%	-1.0	-10.7	nt	-6.4	-59.8%[inhibitor]	nt	nt	-18.4%
O=C1Nc2ccc(Br)cc2C1=C1CCCCC1	5.0%	5.1%	10.0	4.3	5.1%	-3.8	-31.2%	1.5%	1.8	-0.8%
O=C(NCCN1CCOCC1)c1cccc(NS(=O)(=O)c2ccc(Br)cc2)c1	nt	nt	-4.2	-7.3	nt	-1.8	18.1%	nt	nt	nt
COc1ccc2nc(-c3ccc(Cl)cc3)cc(C(=O)O)c2c1	-0.3%	4.4%	1.8	-7.4	10.3%	6.5	13.8%	4.2%	-22.7	193.4%[activator]
CN(CC(=O)Nc1cccc(F)c1)C(=O)CC1CCCC1	nt	-11.8%	0.7	3.8	nt	3.9	22.9%	nt	nt	nt
COc1cccc(NC(=O)c2sc(Cl)nc2C)c1	2.0%	-9.5%	7.1	6.8	5.6%	13.7	0.0%	2.5%	-1.7	0.3%
Cc1ccccc1N=C/C=C1/C=C(c2ccccc2)OC(C)(C)O1	0.0%	-7.1%	8.4	-5.9	?	-3.5	-43.1%	10.1%	-3.8	-0.8%
CC(C(=O)NCCN1CCOCC1)(c1ccccc1)c1ccccc1	-0.4%	4.1%	3.4	3.4	-2.2%	1.2	-17.0%	0.5%	-0.9	0.4%
CC1CCCCC1NC(=O)C(C)N1C(=O)c2ccccc2C1=O (stereo not given)	nt	9.2%	0.4	-0.1	nt	-1.1	19.8%	nt	nt	8.2%
COc1ccccc1-c1cc(C(=O)NC2CCCC2)no1	-4.0%	3.0%	18.3	-6.0	-1.9%	-18.1	0.0%	-2.6%	-1.7	-4.0%
C=CC(=O)NN(C)c1ncc(C(F)(F)F)cc1Cl	3.2%	2.2%	1.2	-0.1	-1.6%	13.7	-37.5%	-0.3%	2.1	1.7%
O=C(NCc1nnnn1-c1ccc(Cl)cc1)c1ccc(Br)o1	nt	-4.4%	20.8	-1.5	nt	-4.6	-24.2%	nt	nt	-0.9%
CN(C)C1=NCCN1CCC1CCCCC1	nt	9.7%	-2.5	53.0	nt	4.8	3.7%	nt	nt	9.4%
Cc1nccn1CC(O)COc1ccc(Cl)cc1Cl (stereo not given)	nt	-1.5%	3.3	58.0	-6.9%	1.6	-20.2%	1.5%	-1.9	1.0%
COCC(C)NC(=O)c1ccc2nc(-c3ccccc3)c(-c3ccccc3)nc2c1 (stereo not given)	4.5%	10.1%	?	3.8	?	4.3	-2.8%	0.7%	1.8	39.7%
CC(C)C[C@@H]1NC(=O)[C@H](Cc2ccc(O)cc2)NC(=O)[C@H](CCC(N)=O)NC(=O)c2cc([N+](=O)[O-])cc(I)c2NCC[C@@H](C(N)=O)NC1=O	nt	-8.3%	-1.5	nt	?	nt	nt	4.0%	-5.6	nt
Clc1ccc2c(N/N=C/c3ccccc3Br)ccnc2c1	-0.1%	0.3%	?	-0.6	nt	-17.0	-57.2%[inhibitor]	58.6%[activator]	-0.5	42.6%[activator]
O=C1C2(c3ccccc3)CN(CCCO)CC1(c1ccccc1)CN(CCCO)C2	-2.6%	6.9%	-1.1	33.5	0.9%	-34.6	-24.6%	6.4%	-1.8	4.1%
CS(=O)(=O)Nc1ccc(-c2n[nH]c(=S)n2-c2ccccc2)cc1	0.1%	10.6%	2.5	-2.8	-1.7%	-3.0	11.8%	4.7%	5.8	0.2%
Cc1cc(C)c2[nH]c(=O)c(CN(Cc3ccccc3)C(=S)NCCCN(C)C)cc2c1	0.9%	0.3%	-1.1	-3.0	-7.0%	?	-3.4%	2.3%	0.5	-3.7%
N#CC(c1ccc(O)cc1)N1CCCCC1 (stereo not given)	0.5%	7.1%	-2.9	0.2	6.8%	-16.6	-7.3%	-14.9%	-10.1	-1.4%
COc1ccc(CCNC(=O)CN2C(=O)NC(C)(c3ccc([N+](=O)[O-])cc3)C2=O)cc1 (stereo not given)	-0.6%	-4.3%	2.3	0.1	?	18.4	19.3%	1.8%	8.4	1.5%
CC(=O)c1ccc(NC(=O)C(C)OC(=O)c2ccc(Br)o2)cc1 (stereo not given)	nt	0.2%	25.2	-24.2	nt	6.2	-7.6%	nt	nt	-0.5%
O=C(O)c1cccc2c1Oc1ccccc1S2(=O)=O	nt	nt	nt	4.6	nt	6.8	22.3%	nt	nt	2.7%
O=C(Nc1cccc(F)c1)C1CCN(C(=O)c2ccco2)CC1	13.3%	-0.1%	6.4	-2.5	-5.0%	2.7	10.9%	17.8%	0.4	-0.4%
COc1ccc(-c2c(NC(=O)c3ccco3)oc3c(C)cccc3c2=O)cc1	5.9%	-2.4%	-0.5	-9.9	-2.7%	2.3	15.5%	-6.7%	nt	-2.5%
O=C(NCC(c1cccs1)N1CCOCC1)C1CCN(S(=O)(=O)c2ccccc2C(F)(F)F)CC1 (stereo not given)	2.9%	2.3%	0.6	0.3	-4.1%	-3.1	8.4%	2.6%	nt	-2.3%
Cc1ccnc(NC(=O)C2CCN(S(=O)(=O)c3cccc4nsnc34)CC2)c1	-0.1%	1.0%	0.2	2.2	?	-36.9	-19.8%	-3.0%	0.0	0.0%
CC(=O)Nc1ccc(S(=O)(=O)NCCC(=O)OCC(=O)c2ccccc2)cc1	nt	22.7%	-1.2	4.3	nt	-10.1	1.2%	nt	nt	0.3%
CCC(=O)Nc1ccc(N2CCCCC2)c(C(=O)Nc2ccccc2C)c1	-2.2%	6.7%	-1.1	-1.9	-2.8%	-18.0	-3.5%	-0.5%	-1.3	-3.1%
COc1ccc(/C=N/NC(=O)c2ccoc2C)cc1CN1CCN(c2ccc(F)cc2)CC1	nt	-4.8%	-4.5	-48.6	-28.5%	-110.2*	-8.6%	18.8%	-5.5	-0.9%
CN(Cc1cnn(C)c1)C(=O)C1CCC(=O)N(Cc2cccc(C(F)(F)F)c2)C1 (stereo not given)	-1.9%	-0.2%	2.0	-5.9	1.9%	-7.8	15.6%	1.4%	nt	7.3%
CN(C)CCCC1Sc2ccccc2Sc2ccccc21 (stereo not given)	nt	nt	nt	-4.4	nt	-13.0	-34.5%	nt	nt	-1.4%
Cn1c(=O)c2c(-c3ccccc3)n(N3CCOCC3)cc2n(C)c1=O	2.9%	-1.3%	0.1	-4.2	-1.8%	7.6	-25.2%	-0.7%	8.6	-3.2%
OC(c1cc(C(F)(F)F)nc2c(Cl)cc(Cl)cc12)C1CCCCN1 (stereo not given)	2.4%	3.1%	9.3	7.0	15.9%	-12.8	-71.0%[inhibitor]	-0.3%	-0.6	-6.3%
COc1ccc(-c2nc(O)c3cnccn23)cc1	2.5%	2.7%	0.2	9.3	?	2.7	-18.0%	-2.6%	1.0	15.8%
COc1ccc(CCN2CC(C(=O)NCCc3cn[nH]c3)CCC2=O)cc1 (stereo not given)	-2.4%	-0.1%	-0.7	-20.3	1.5%	5.4	11.9%	6.5%	nt	2.0%
O=C(CCNS(=O)(=O)c1ccccc1C(F)(F)F)NNC(=O)C1COc2ccccc2O1 (stereo not given)	nt	6.3%	-0.5	6.6	nt	2.2	1.2%	nt	nt	0.1%
Cc1ccccc1C(=O)OC1OC(=O)C(Cl)=C1Nc1ccccc1 (stereo not given)	7.7%	4.3%	-3.0	-3.3	-9.8%	3.4	-20.6%	13.2%	-9.2	-1.8%
CN(Cc1nc2ccccc2c(=O)[nH]1)C(=O)c1cc2c(s1)CCCCC2	nt	9.6%	nt	-1.6	nt	-5.8	10.3%	nt	nt	-3.4%
O=[N+]([O-])c1ccccc1S(=O)(=O)N1CCN(Cc2ccsc2)CC1	6.1%	-4.7%	1.2	38.5	6.3%	-9.3	-42.3%	48.8%[activator]	-1.4	0.0%

An unsorted share of the library. Share with any hit: about 2%.
